# TRPC4 potent = allosteric potentiators of mouse TRPC4 channel | HEK293 TRPC4beta/mu-opioid, DAMGO EC20, Fluo-4 Ca2+ flux; stronger effect = higher value | B-score at 10 µM | 0.42% of 310,000 active | AID 2227;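 active means B-score of calcium response area above 5 SD of library B-scores, with initial fluorescence ratio within 5 SD of library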;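 further: B-score of integrated fluorescence ratio over time as area under calcium response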
# MrgX1 antagonist = human MrgX1 receptor antagonism, primary screen; Q96LB2; MRGX1-HEK293 calcium flux, Fluo-4, BAM8-22 antagonism; stronger effect = lower value; B-score at 10 µM; 1.3% of 310,000 active; AID 588676;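 active means calcium-response B-score plate-corrected more than 3 library SD below zero, starting fluorescence within 5 deviations, no agonist response on first addition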;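 further: peak minus trough fluorescence over baseline after final BAM8-22 challenge near maximal dose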
# TRPC6 activator = mouse TRPC6 channel activation | HEK293-TRPC6 membrane potential dye fluorescence; stronger effect = higher value | 0.13% of 310,000 active | AID 2550 | Q61143 | B-score at 10 µM;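 active means B-score of the integrated fluorescence ratio above library mean plus 3 SD, and starting fluorescence ratio within library mean plus 5 SD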;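 further: higher score means more depolarization so channel activation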
# Target sequence (Q61143 whole entry, looked up): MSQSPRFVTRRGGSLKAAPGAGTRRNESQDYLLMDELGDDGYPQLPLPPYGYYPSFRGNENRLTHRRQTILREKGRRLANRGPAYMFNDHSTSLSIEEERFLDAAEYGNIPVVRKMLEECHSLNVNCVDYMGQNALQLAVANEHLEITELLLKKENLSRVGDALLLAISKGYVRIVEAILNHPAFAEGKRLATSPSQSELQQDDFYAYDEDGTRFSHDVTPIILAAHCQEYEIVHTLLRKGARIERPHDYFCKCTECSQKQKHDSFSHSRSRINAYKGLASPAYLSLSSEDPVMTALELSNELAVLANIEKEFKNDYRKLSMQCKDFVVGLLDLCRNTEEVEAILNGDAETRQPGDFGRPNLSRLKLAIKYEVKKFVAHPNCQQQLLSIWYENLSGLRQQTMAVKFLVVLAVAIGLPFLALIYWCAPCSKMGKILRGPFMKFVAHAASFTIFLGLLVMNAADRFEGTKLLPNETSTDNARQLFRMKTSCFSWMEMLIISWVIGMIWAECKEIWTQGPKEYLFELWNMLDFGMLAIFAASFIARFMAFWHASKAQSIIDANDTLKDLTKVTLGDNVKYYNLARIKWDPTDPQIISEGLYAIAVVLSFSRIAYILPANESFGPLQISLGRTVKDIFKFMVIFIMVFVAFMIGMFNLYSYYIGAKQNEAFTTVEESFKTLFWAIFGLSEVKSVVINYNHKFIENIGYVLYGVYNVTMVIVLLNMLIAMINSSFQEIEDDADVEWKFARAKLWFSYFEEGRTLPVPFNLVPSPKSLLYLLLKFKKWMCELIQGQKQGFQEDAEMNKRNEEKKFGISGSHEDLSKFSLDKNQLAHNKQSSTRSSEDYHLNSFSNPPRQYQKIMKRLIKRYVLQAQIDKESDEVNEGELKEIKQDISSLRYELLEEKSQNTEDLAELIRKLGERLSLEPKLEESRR
# TRPC4 agonist = opens the mouse TRPC4 cation channel | Q9QUQ5 | HEK293 TRPC4beta/mu-opioid, Fluo4 calcium fluorescence; stronger effect = higher value | B-score at 10 µM | 0.49% of 310,000 active;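 active means B-score above 5 SD of library B-scores, and initial fluorescence ratio not above library mean plus 5 SD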;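 further: positive B-score marks a calcium rise read as TRPC4 activation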
#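 Assay system: HEK293 stable line with TRPC4beta plus mu-opioid receptor. Times: dye 45 min RT, read 110 s. Measured by: kinetic Fluo4 calcium fluorescence. Measure: B score of integrated ratio. Controls: assay buffer as low control, maximal DAMGO as high control.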
# TRPC6 inhibitor = inhibitors of mouse TRPC6 channel. Q61143. HEK293-TRPC6, membrane potential dye, ACh-evoked depolarization; stronger effect = lower value. B-score at 10 µM. 1.1% of 310,000 active. AID 2553;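 active means B-score under library mean minus 3 SD, initial fluorescence not abnormally high, positive integrated signal ratio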;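 further: B-score derived from integrated fluorescence ratio over the kinetic read; more negative B-score means stronger inhibition of depolarization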
# TRPC4 block = TRPC4 (mouse) channel inhibition | 0.39% of 300,000 active | B-score at 10 µM | HEK293 TRPC4beta/mu-opioid, DAMGO-evoked Fluo4 calcium flux; stronger effect = lower value | Q9QUQ5 | AID 2247;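 active means B-score over 3 SD under the library average, no early fluorescence shift, positive overall ratio signal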
#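 System: stable TRPC4beta/mu-opioid receptor HEK293 cells; Dosing: single-point compound dosing; Measured by: Fluo4 Ca2+ flux fluorescence; Read-out basis: per-well B score of integrated baseline-normalized Fluo4 ratio.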
# aSyn UTR inh = MLPCN primary screen, SNCA 5' untranslated region | inhibition, % (tested at 7.5 µM) | alpha-synuclein 5'UTR reporter, inhibitor activity | AID 1813 | 0.82% of 300,000 active; in the data active means inhibition above about 60%; inconclusive means no clear call, values can overlap the other calls;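 further: H4 neuroglioblastoma cells stably carrying SNCA 5'UTR luciferase fusion; 0% = DMSO wells and 100% = positive control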
# SKKanGAS inh = inhibitors of SKKanGAS S. pyogenes growth in kanamycin (SK-promoter or general growth effect); 1.3% of 300,000 active; BacTiter-Glo, 6 h; inhibition, % at 7.5 µM;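 active means mean replicate score, as percent of positive control median, at least 50; inconclusive means mean below 50 but one replicate at or above 50; inactive means mean and every replicate below 50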;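 further: strain carries kanamycin resistance gene driven by streptokinase promoter and grows in 40 µg/ml kanamycin; loss of luminescence reflects streptokinase promoter inhibition or plain growth inhibition; 0% = median of DMSO wells and 100% = positive control at its reference dose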
# IEC-6 cytotox = counter-screen for KLF5 inhibitors: cytotoxicity in IEC-6 cells; AID 1825; inhibition, % at 5 µM; IEC-6 cytotoxicity, luminescence viability; 0.78% of 290,000 active; in the data active means inhibition above about 22%;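 further: 0% = plate median of test compound wells and 100% = cytotoxic reference compound wells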
# KLF5 inh = suppresses KLF5 promoter-driven expression. 0.23% of 290,000 active. DLD-1 KLF5 promoter-luciferase reporter, luminescence. inhibition, % at 5 µM;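 active means inhibition above a per-plate limit of that plate's mean compound inhibition plus 3 SD, cut at about 60% in these data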;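 further: 0% = DMSO wells and 100% = LY294002 at 200 µM; higher means less KLF5 promoter-driven luciferase light; inactives centre near -14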
# HIF act = HIF pathway transcriptional activation; 0.32% of 300,000 active; U2OS HRE-luciferase reporter, luminescence; normalized: DMSO 0%, desferrioxamine 100%; AID 1910; activation, % at 7.5 µM (by protocol);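 active means mean activation of at least 10% of the iron chelator positive control signal, with at least half of replicates also reaching 10%; inconclusive means mean and replicate majority disagree about reaching 10%; inactive means mean and most replicates under 10%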
# Numbers without * were called inactive; i = inactive; ? = inconclusive; · = not tested or not shown; & = joins results of further samples; ! = not active in a repeat.
SMILES	TRPC4 potent	MrgX1 antagonist	TRPC6 activator	TRPC4 agonist	TRPC6 inhibitor	TRPC4 block	aSyn UTR inh	SKKanGAS inh	IEC-6 cytotox	KLF5 inh	HIF act
CCOC(=O)C(C)Sc1ncnc2nc[nH]c12 (stereo not drawn)	i	i	i	i	i	i	-9	-9	0	-6	-0.4
CCOC(=O)N1CCN(C(=O)C(=O)NNC(=O)COc2ccc(Cl)c(C)c2)CC1	i	i	i	i	i	i	-12	-15	-5	-48	0.2
COc1cccc(/C=C/C(=O)OCC(=O)NCc2ccco2)c1	i	i	i	i	i	i	-7	-4	-11	-37	0.3
O=C(c1ccccc1F)N1CCCC(C(=O)N2CCN(c3ccccc3)CC2)C1 (stereo not drawn)	i	i	i	i	i	i	18	-2	4	-7	0.2
Cc1ccccc1OCc1ccc(C(=O)N2CCOCC2)o1	i	i	i	i	i	i	-13	1	5	-29	0.4
CCCCn1c(N)c(N(CCOC)C(=O)c2cc(-c3ccc(OC)c(OC)c3)nc3ccccc23)c(=O)[nH]c1=O	i	i	i	i	i	i	-2	0	·	·	0.2
CN(C)S(=O)(=O)c1ccc(Cl)c(C(=O)OCC(=O)NC(=O)c2cccn2C)c1	i	i	i	i	i	i	-8	-13	1	8	-0.3
COc1ccccc1N(C)S(=O)(=O)c1ccc(C(=O)NC(C)(C)C)cc1	i	i	i	i	i	i	8	-3	-1	-43	0.4
CCOc1ccc(NS(=O)(=O)c2ccc3c(c2)oc(=O)n3C)cc1	i	i	i	i	i	i	14	-4	-6	3	-1.2
COC(=O)C1=C(NC(=O)c2ccccc2C)CCS1	i	i	i	i	i	i	19	17	3	-6	-0.8
CN1CC(c2ccc(Cl)c(Cl)c2)[C@@]2(COc3ccccc3C2=O)[C@@]12C(=O)Nc1ccccc12 (stereo partly drawn)	i	i	i	i	i	i	16	79*	2	-17	-2.0
O=C(O)c1n[nH]c2c1CCCC2	i	i	i	i	i	i	6	0	-8	-19	0.1
O=C(Cc1ccccc1)Nc1cccc(C(=O)N/N=C/c2ccco2)c1	i	-18*	i	i	i	i	4	-4	2	-1	-0.4
COc1ccccc1OCCC(=O)OCC(=O)NC(C)c1ccccc1 (stereo not drawn)	i	-6.1*	i	i	i	i	-7	-1	-1	-6	0.1
CCOC(=O)c1cc(C)sc1/N=C/C1C(=O)CCCC1=O	i	i	i	i	i	i	·	-1	-5	6	-0.1
CC(=O)N(c1ccc(N(C(C)=O)S(=O)(=O)c2ccccc2)cc1)S(=O)(=O)c1ccccc1	i	i	i	i	i	i	-21	-4	0	-5	-0.5
COC(=O)N/N=C\c1ccccc1OC/C=C/c1ccccc1	i	i	i	i	i	i	-123	3	-2	-179	4.5
Cc1ccccc1Nc1c(-c2cccnc2)nc2ccc(Br)cn12	i	i	i	i	i	i	0	8	4	3	0.5
O=C1Cc2cc(NS(=O)(=O)c3ccc(Cl)cc3)cc3c2N1CCC3	i	i	i	i	i	i	4	4	·	·	-0.6
COc1cccc(C(=O)/C=C2\NCCc3cc(OC)c(OC)cc32)c1	i	i	i	i	i	i	33	-2	5	-40	-0.9
O=C(NNC(=O)c1ccc(-c2ccccc2)cc1)Nc1ccc(F)cc1F	i	i	i	i	i	i	-1	-5	0	-23	-0.8
O=C(N/N=C/C1CC2CCC1C2)c1c[nH]c2ccccc12 (stereo not drawn)	i	i	i	i	i	i	-37	-4	12	-33	0.7
CC(=O)C1=C(c2ccc(Br)cc2)C(=O)c2ccccc2C1=O	35*	i	i	i	i	i	24	66*	6	-17	-5.1
O=C1C=CC(=O)N1N(c1ccccc1)c1ccccc1	i	i	i	i	i	i	-1	3	-4	-20	0.6
CCn1c(SCc2cccc(F)c2)nc2c(c1=O)SCC2	i	i	i	i	i	i	26	-3	2	-22	-0.7
CCOc1ccc(NC(=O)Cc2ccccc2)c([N+](=O)[O-])c1	i	i	i	i	i	i	-18	1	-2	-15	0.6
CCCCn1c(N)c(N(CC(C)C)C(=O)CSc2ccc([N+](=O)[O-])cc2)c(=O)[nH]c1=O	i	i	i	i	i	i	8	-1	·	·	0.1
Cc1ccc(S(=O)(=O)N2CCCC2CNC(=O)C(=O)Nc2ccccc2)cc1 (stereo not drawn)	i	i	i	i	i	i	3	-4	·	·	0.4
COC(=O)C1=C(C)N(C(C)c2ccccc2)C(=O)/C1=C\c1ccco1 (stereo not drawn)	i	i	i	i	i	i	13	-6	-7	-31	-0.7
COc1cccc(-c2noc(C3CCCN(C(=O)c4ccc(F)cc4F)C3)n2)c1 (stereo not drawn)	i	i	i	i	i	i	-17	-5	-2	-30	-0.6
CCC(=O)Nc1cccc(-c2cn3cccc(C)c3n2)c1	i	i	i	i	i	i	-45	-3	-2	-68	1.3
O=C(O)c1cccc(N2C(=O)C3CC=C(Cl)CC3C2=O)c1 (stereo not drawn)	i	i	i	i	i	i	-5	0	2	-13	-0.1
O=C(COc1ccc([N+](=O)[O-])cc1)N1CCN(c2nnc(-c3ccccc3)c3ccccc23)CC1	i	i	i	i	i	i	26	26	-3	7	0.4
COc1ccccc1NC(=O)CN1C(=O)CCS(=O)(=O)c2ccccc21	i	i	i	i	i	i	5	4	-3	-49	-0.1
CCOC(=O)c1nn(-c2ccc(OCC)cc2)c(C)c1C(C)=O	i	i	i	i	i	i	14	-5	-1	-28	-0.3
COc1ccc(S(=O)(=O)n2nc(-c3ccc(Cl)cc3)cc2N)cc1OC	i	i	i	i	i	i	20	3	6	-9	-0.1
COc1ccc(S(=O)(=O)N2CCN(Cc3ccccc3)CC2)cc1OC	i	i	i	i	i	i	0	-1	2	-57	-1.4
CCOC(=O)c1cn(CC)c2ccc(S(=O)(=O)N3CCC(C)CC3)cc2c1=O	i	i	i	i	i	i	15	4	-13	-2	0.0
Nc1cccc2c1C(=O)N(C(=O)/C=C/c1cccc(F)c1)C2=O	i	i	i	i	i	i	-34	3	1	-41	0.4
CCOc1ccc(NC(=O)NC2CCOC(C)(C)C2)cc1 (stereo not drawn)	i	i	i	i	i	i	-9	4	1	-3	0.2
Cc1cccc(CCNc2nc3ccccc3n3nnnc23)c1	i	i	i	i	i	i	-21	10	2	-26	0.0
COc1cc(C2c3c(n[nH]c3C)C(=O)N2c2ccc(Br)cc2)ccc1O (stereo not drawn)	i	i	i	i	i	i	-12	-2	8	-46	-1.8
CCn1c(C(=O)N2CCC(C(=O)NCc3ccc(OC)cc3)CC2)cc2sccc21	i	i	i	i	i	i	37	2	-2	4	0.1
C[C@@H](NC(=O)[C@@H]1Cc2ccccc2CN1C(=O)OC(C)(C)C)C(=O)NC1CCCC1	i	i	i	i	i	i	-26	1	-3	-2	·
CCOC(=O)c1ccc(NC(=O)CSc2nnc(COc3ccccc3OC)n2C)cc1	i	i	i	i	i	i	9	2	-3	-25	0.1
CCN(CC)c1ccc(/C=C2/SC(=O)N(C(C)C)C2=O)o1	i	·	i	i	i	i	-175	-12	0	10	0.2
CCCN(C1CCS(=O)(=O)C1)S(=O)(=O)c1ccc(F)cc1 (stereo not drawn)	i	i	i	i	i	i	4	·	·	·	0.5
Cc1nc2sc3c(c2c(=N)n1N)CCCC3	i	i	i	i	i	i	-30	-7	-1	-24	0.0
CC(CCc1ccccc1)NC(=O)c1ccc(NC(=O)c2cccc(Br)c2)cc1 (stereo not drawn)	i	i	i	i	i	i	13	11	7	6	-0.6
O=C(N/N=C/c1ccc(OC2CSC2)cc1)c1ccccc1	i	i	i	i	i	i	-39	-7	1	-20	2.8
CCSc1nc(NCCN(C)C)c2c3c(sc2n1)COC(C)(CC)C3 (stereo not drawn)	i	i	i	i	i	i	16	4	-7	-6	?
O=C(/C=C/c1c(F)cccc1Cl)Nc1ncccn1	i	i	i	i	i	i	-228	2	1	-114	2.3
CCN(C(=O)c1ccc(C(C)(C)C)cc1)c1nnc(Cn2nnc3ccccc32)s1	i	i	i	i	i	i	-23	23	9	-28	0.3
CC/C(=C(\c1ccccc1)c1ccc(OCCN(C)C)cc1)c1ccccc1	i	i	i	i	i	i	-20&-20	66*!	·	·	0.1&0.7
CCC(C)[C@H](NC(=O)[C@H](Cc1ccccc1)n1c(=O)[nH]c2ccccc2c1=O)C(=O)N1CCC(C(=O)O)CC1 (stereo partly drawn)	i	i	i	i	i	i	8	0	-4	-12	0.1
O=C(NCc1ccc2c(c1)OCO2)Nc1cccc2ccccc12	i	i	i	i	i	i	14	7	0	-22	0.1

# (more compounds)
SMILES	TRPC4 potent	MrgX1 antagonist	TRPC6 activator	TRPC4 agonist	TRPC6 inhibitor	TRPC4 block	aSyn UTR inh	SKKanGAS inh	IEC-6 cytotox	KLF5 inh	HIF act
Cc1ccc(-c2ccc(C(=O)Nc3ccccc3)o2)c2ccccc12	i	i	i	i	i	i	-30	14	5	-25	-0.7
CCOc1ccc(NC(=O)CSc2nc3c([nH]c4ccccc43)c(=O)n2C)cc1	i	i	i	i	i	i	-21	-6	3	-3	0.0
COC(=O)[C@@]1(Cc2ccc(OC)cc2)[C@@H]2[C@@H](CC(=O)[C@H]2CC(=O)C(=O)N(C)C)CN1C(=O)c1ccccc1	i	i	i	i	i	i	5	-7	-3	-17	2.0
COC(=O)C1C(=O)C=C(Nc2ccc(F)cc2F)CC1c1ccc(OC)cc1 (stereo not drawn)	i	i	i	i	i	i	12	2	7	-34	0.7
Cn1c(=O)[nH]c(=O)c2c1nc(Br)n2CCCc1ccccc1	i	·	i	i	i	i	1	4	-8	-27	1.7
COC(=O)C(CCSC)NC(=O)C(NC(=O)C1CCC(C)CC1)C(C)C (stereo not drawn)	i	i	i	i	i	i	·	-4	-4	-11	·
COc1ccccc1N1CCN(CC(O)COc2ccc(S(=O)(=O)N3CCOCC3)cc2)CC1 (stereo not drawn)	i	i	i	i	i	i	19	-3	6	-8	0.0
CC1(C)OC(C)(C)/C(=C\c2ccccc2[N+](=O)[O-])C1=O	i	i	i	i	i	i	-3	4	-3	-28	0.4
CCOc1cc(C(=O)Nc2ccc(S(=O)(=O)Nc3cnc4ccccc4n3)cc2)cc(OCC)c1OCC	i	i	i	i	i	i	4	22	·	·	-0.4
CC(=O)Nc1cccc(NC(=O)c2ccc([N+](=O)[O-])cc2Cl)c1	i	i	i	i	i	i	-25	-14	-1	-29	-0.9
